ROC1-CUL1 inh = blocks human RBX1-Cullin-1 di-ubiquitin formation | P62877+Q13616 | actives 0.6% (n = 140,000) | in vitro K48 di-Ub FRET, acceptor:donor ratio, 45 min | inhibition, % at 10 µM; in the data active = inhibition above about 25%
Target sequence (P62877 whole entry, looked up): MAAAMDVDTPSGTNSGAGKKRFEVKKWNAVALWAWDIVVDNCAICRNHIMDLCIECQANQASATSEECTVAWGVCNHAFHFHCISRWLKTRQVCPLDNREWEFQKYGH
Target sequence (Q13616 whole entry, looked up): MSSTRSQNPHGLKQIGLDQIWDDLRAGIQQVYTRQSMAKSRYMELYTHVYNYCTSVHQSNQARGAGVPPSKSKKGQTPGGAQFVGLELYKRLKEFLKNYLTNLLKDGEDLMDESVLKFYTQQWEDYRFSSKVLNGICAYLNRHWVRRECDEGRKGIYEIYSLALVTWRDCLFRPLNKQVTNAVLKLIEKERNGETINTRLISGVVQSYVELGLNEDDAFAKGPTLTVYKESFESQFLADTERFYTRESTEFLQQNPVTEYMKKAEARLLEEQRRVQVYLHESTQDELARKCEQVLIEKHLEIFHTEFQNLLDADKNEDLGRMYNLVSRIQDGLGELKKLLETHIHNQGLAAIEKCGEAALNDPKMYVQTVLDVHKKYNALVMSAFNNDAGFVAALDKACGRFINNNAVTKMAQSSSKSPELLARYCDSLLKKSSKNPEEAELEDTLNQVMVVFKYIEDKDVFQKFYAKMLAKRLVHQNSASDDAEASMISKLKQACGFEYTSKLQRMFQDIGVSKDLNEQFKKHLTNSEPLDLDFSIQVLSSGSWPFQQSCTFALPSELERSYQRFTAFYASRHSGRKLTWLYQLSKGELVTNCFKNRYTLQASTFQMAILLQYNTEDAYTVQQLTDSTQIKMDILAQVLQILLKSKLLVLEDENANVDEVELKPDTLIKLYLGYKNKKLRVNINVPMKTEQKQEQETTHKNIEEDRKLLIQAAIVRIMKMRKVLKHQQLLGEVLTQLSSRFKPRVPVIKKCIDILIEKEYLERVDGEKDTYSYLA
* = called active by the depositor. These rows are one share of the data; rates above refer to the full screens.

SMILES | ROC1-CUL1 inh
Cc1ccc(C(=O)Nc2ccc(N3CCN(C(=O)C(C)(C)C)CC3)cc2)cc1C | 1.4
CSC1=N[C@@]2(C[C@@H]2c2ccccc2)C(=O)N1 | -5.1
O=C1/C(=C\c2ccc(Oc3ncc(C(F)(F)F)cc3Cl)cc2)Cc2ccccc21 | -6.5
CC1CCN(C(=O)c2cccnc2Cl)CC1 | -1.7
COc1cc(C)ccc1OCc1nc(C(=O)NCc2csc(C)n2)co1 | -4.4
COc1ccc(CCc2nnc(CCC(=O)NCCSC)o2)cc1 | 3.7
Cc1n[nH]c(C)c1N=Nc1ccc(C(=O)O)cc1 | 7.4
Cc1ccc(C(=O)N2CCCC2C(=O)O)cc1C (stereo unspecified) | 6.0
COc1ccc(Oc2ccc(N)cc2)cc1 | -11.4
CN(c1ccccc1)S(=O)(=O)c1csc(C(=O)NCc2ccc(C(=O)O)cc2)c1 | 8.3
Cc1ccc(S(=O)(=O)Cc2ccc(C(=O)NCCc3ccc(Cl)cc3)o2)cc1 | -6.4
CCc1cccc(NC(=O)Cn2c(=O)n(CC3CCC(C(=O)NC)CC3)c(=O)c3sccc32)c1 (stereo unspecified) | -0.9

3 entries drawn at random from the list so far:
SMILES | ROC1-CUL1 inh
CN(c1ccccc1)S(=O)(=O)c1csc(C(=O)NCc2ccc(C(=O)O)cc2)c1 | 8.3
O=C1/C(=C\c2ccc(Oc3ncc(C(F)(F)F)cc3Cl)cc2)Cc2ccccc21 | -6.5
COc1ccc(Oc2ccc(N)cc2)cc1 | -11.4

Next part:
SMILES | ROC1-CUL1 inh
COc1ccccc1CNC(=O)C(CC(C)C)N1Cc2ccccc2C1=O (stereo unspecified) | -4.7
CCN(CC)c1ccc(NC(=O)c2ccc(Cl)cc2Cl)c(C)c1 | 4.5
O=C(CSc1ccccc1)N1CCc2c([nH]c3ccccc23)C1c1ccc(F)cc1 (stereo unspecified) | -7.4
CCOc1cc(CNC(=O)Cn2c(-c3cccs3)cc3cc(F)ccc32)ccc1OC | 2.3
CC(C)Cc1cc(C(=O)N2CCC(C3(CCc4ccccc4)NC(=O)NC3=O)CC2)no1 (stereo unspecified) | 4.5
COc1ccc(/C=N/NC(=O)c2cc(=O)[nH]c3ccccc23)cc1OC | -4.4
c1ccc(-c2noc(CSc3nnc(C4CC4)n3-c3ccccc3)n2)cc1 | 5.3
O=C1N(C2Cc3ccccc3C2)C[C@@H]2C[C@@H](c3ccc(CO)o3)N3CCC[C@@]123 | 9.8
Cc1oc(-c2cccc(NC(=O)CCc3cccnc3)c2)nc1CNC(=O)c1cc2cc(F)ccc2[nH]1 | 10.4
Cc1cc(=O)oc2cc(OC(=O)c3ccc(Br)cc3Br)ccc12 | 7.1
Cc1c(CC(=O)NCCC(N)=O)c2c(n1CC(C)C)CC(C)(C)CC2=O | 3.8
CCOC(=O)c1sc(N2C(=O)c3cc([N+](=O)[O-])cc4cc([N+](=O)[O-])cc(c34)C2=O)c(C(=O)OCC)c1C | -7.7

The final 2 compounds of the part before come first, to join the parts.
SMILES | ROC1-CUL1 inh
Cc1c(CC(=O)NCCC(N)=O)c2c(n1CC(C)C)CC(C)(C)CC2=O | 3.8
CCOC(=O)c1sc(N2C(=O)c3cc([N+](=O)[O-])cc4cc([N+](=O)[O-])cc(c34)C2=O)c(C(=O)OCC)c1C | -7.7
Clc1ccc(-c2csc(Cc3csc(-c4ccccc4)n3)n2)cc1 | 4.4
CCOc1ccc(N(CC(=O)Nc2ccccc2CC)S(=O)(=O)c2c(C)noc2C)cc1 | 11.9
COc1ccccc1CCN1CCC(CN(C)C(=O)C2CCOC2)CC1 (stereo unspecified) | -4.5
CC1(C)CC(NS(=O)(=O)c2ccc(C(C)(C)C)cc2)CC(C)(C)N1 | 0.1
CCOC(=O)c1oc2cc(OC(=O)c3ccccc3Cl)ccc2c(=O)c1-c1ccc(Br)cc1 | -4.9
Cc1ccc(S(=O)(=O)Cc2ccc(C(=O)N3CCN(c4cccc(Cl)c4)CC3)o2)cc1 | -6.1
Cc1cc(NC(=O)c2sc(Nc3ccc(F)cc3)nc2N)no1 | 7.7
COCCCNC(NC(=O)c1ccc(C)cc1)C(Cl)(Cl)Cl (stereo unspecified) | -4.7
CCOC(=O)c1ccccc1NC(=O)c1cn(CC(C)C)c(=O)c2cc(OC)c(OC)cc12 | 1.9
CCN1CCN(S(=O)(=O)c2ccc(N3CCCC3=O)cc2)CC1 | 1.8
COc1ccc(/C=C/c2nn3c(-c4ccncc4)nnc3s2)cc1 | -5.7
CCCC(Oc1ccccc1)C(=O)N=Nc1c(O)[nH]c2c(Br)cc(Br)cc12 (stereo unspecified) | -0.9
CC(=O)Nc1c(C(=O)N(C)Cc2ccco2)cnn1-c1ccccc1Cl | 1.8
CCCSCCCNC(=O)c1ccc2c(c1)sc1nc(-c3ccc(OCC)cc3)cn12 | -4.7
O=C(NC1CC1)C1CCCN(C2CCN(Cc3c(F)cccc3Cl)CC2)C1 (stereo unspecified) | 4.4
COC(=O)c1ccc(NC(=O)CCNS(=O)(=O)c2cccc3nsnc23)cc1 | -9.9
Cc1cc(OCc2nc(-c3cccnc3)no2)cc(C)c1Br | -4.9
CCc1ccccc1NC(=O)c1cccc(C)c1OC | 11.9
N=c1n(CC(=O)c2ccc(Cl)c(Cl)c2)c2ccccc2n1Cc1ccc(Cl)cc1 | -8.9
CCNC(=O)c1ccc(OC)c(S(=O)(=O)N2CCN(c3ccccc3)CC2)c1 | -2.8
CCCc1cc2cccc[n+]2cc1CCC | 6.2
c1ccc(C2=NC3(CCCCC3)N=C2c2ccccc2)cc1 | -7.1
CCC1CC=C2C(C#N)C(=N)C(C#N)(C#N)[C@@H](c3ccccc3OC(C)C)[C@@H]2C1 (stereo partly specified) | 3.1
N#CC(CC1=Nc2ccccc2C1=O)C(N)=NCCc1ccccc1 (stereo unspecified) | -2.9
CCN(c1cc(C)cc(C)c1)S(=O)(=O)c1nnc(NC(=O)C2CCCCC2)s1 | 1.1
COc1ccc(C(=O)Nc2ccc3c(c2)OCCO3)cc1Cl | 5.2
Cc1ccc(-n2ncc3c(Nc4cccc(C)c4)ncnc32)cc1 | -7.6
CCC1CCCCN1/C(C)=C1/C(=O)N(c2nc3ccccc3s2)N=C1C(F)(F)F (stereo unspecified) | -5.3
Cc1ccc(-n2c(-c3nn(C)c(C)c3Cl)n[nH]c2=S)cc1 | -2.5
O=C(CSC1=Nc2ccccc2N=C(c2ccc(F)cc2)C1)Nc1ccccc1 | 5.0
CC1CC(C(F)(F)C(F)(F)F)n2nc(C(=O)O)cc2N1 (stereo unspecified) | -5.6
CC(C)OCCNCc1ccc(OCC(O)CN(C)Cc2ccccc2)cc1 (stereo unspecified) | 4.2
CCCCn1c(=O)c2c(nc3n2CC(C)=NN3CC(C)C)n(C)c1=O | -1.0
CCOC(=O)c1c(NC(=O)C(F)(F)F)sc2c1CC(C)(C)OC2 | -2.9
COc1ccc(N2C(=O)C(CC(=O)Nc3ccccc3)N(CCC3=CCCCC3)C2=O)cc1 (stereo unspecified) | -11.3
N#CNC1=Nc2ccccc2CCC1 | 9.3
Cc1cc(C)n(Cc2ccc(NC(=O)c3cc4nc(-c5ccc(Cl)s5)cc(C(F)(F)F)n4n3)cc2)n1 | 5.9
O=C(N/N=C/c1c[nH]c2ccccc12)c1csc2c1CCCC2 | 2.7
CCOC(=O)c1ccc(NC(=O)CSc2ccc(Br)cc2)cc1 | -2.5
CCN1C(=O)CC(CC(=O)N2CCN(C3CCCCC3)C(=O)C2)(c2cccc(C(F)(F)F)c2)C1=O (stereo unspecified) | 2.3
COc1ccc(OCC(C[N+](=O)[O-])Oc2ccc(OC)cc2)cc1 (stereo unspecified) | -2.2
Oc1cccc(Nc2cc(-c3ccccc3)ncn2)c1 | 2.5
O=C1CCC(CC(=O)N2CCc3ccc(NC(=O)c4ccccc4Cl)cc3C2)N1 (stereo unspecified) | -3.0
COc1ccccc1C1(CC(=O)N2CCN(C3CCCCC3)CC2)CC(=O)N(C)C1=O (stereo unspecified) | -0.9
O=S(=O)(Cc1nc2ccccc2n2nnnc12)c1ccccc1 | -1.9
COc1ccc(CCC(=O)NCCc2csc(-c3cccc(F)c3)n2)cc1 | -7.1
Cn1c(=O)oc2cc(S(=O)(=O)N3CCCC(C(=O)Nc4ccc(Br)cc4F)C3)ccc21 (stereo unspecified) | 2.0
Cc1nn(C)c(C)c1C1c2c(n[nH]c2C)OC(=N)C1C#N (stereo unspecified) | 1.8

Some of these compounds in order of the ROC1-CUL1 inh value, rising:
SMILES | ROC1-CUL1 inh
Cc1ccc(S(=O)(=O)Cc2ccc(C(=O)N3CCN(c4cccc(Cl)c4)CC3)o2)cc1 | -6.1
Cc1ccc(C(=O)Nc2ccc(N3CCN(C(=O)C(C)(C)C)CC3)cc2)cc1C | 1.4
CC(C)OCCNCc1ccc(OCC(O)CN(C)Cc2ccccc2)cc1 (stereo unspecified) | 4.2
COc1ccc(C(=O)Nc2ccc3c(c2)OCCO3)cc1Cl | 5.2

The list continues.
SMILES | ROC1-CUL1 inh
CCc1ccc(OCc2nnc(SCC(=O)Nc3cc(Cl)cc(Cl)c3)o2)cc1 | 8.6
CC(C)CCC1(C2CCN(C(=O)CCc3cccs3)CC2)NC(=O)N(Cc2ccccn2)C1=O (stereo unspecified) | -4.1
CCCCN(Cc1ccco1)C(=O)Cn1ncc2c([nH]c3ccccc32)c1=O | -8.9
Cc1cc(C)c2c(N)csc2n1 | 1.9
CCC(Cn1nnc2ccccc2c1=O)NC(=O)Nc1ccc(C)c(C)c1 (stereo unspecified) | 3.5
CCCC(=O)n1nc(-c2ccc(Cl)cc2)nc1N | 0.7
C=CCn1c(SCC(=O)c2ccc(Cl)cc2)nc2c(c1=O)C(C)(C)Cc1ccccc1-2 | 3.9
CCOc1ccc(NC(=O)C2CCN(c3nnc(C)c4c(C)n(-c5ccccc5)nc34)CC2)cc1 | -4.4
COc1cc(NS(=O)(=O)c2cc3c(cc2C)n(C)c(=O)c(=O)n3C)cc(OC)c1 | 3.8
COc1cc(/C=c2\sc3nc4c(C)cc(C)cc4n3c2=O)cc(Br)c1O | 3.1
COCC1CCCN(C(=O)c2ccc(N3CCCCCCC3)nc2)C1 (stereo unspecified) | -0.9
CCC1CCCCN1S(=O)(=O)c1cc2c(cc1C)NC(=O)CO2 (stereo unspecified) | -3.5
CCOC(=O)c1ccc(NC(=O)c2nsc3ccccc23)cc1 | -1.1
COc1cc(OC)c(C(C)=O)c(OC(=O)c2ccc(OC)c(I)c2)c1 | 11.7
Cc1cccc(NC(=O)CN2C(=O)S/C(=C/c3cccs3)C2=O)c1 | -10.8
CCC(Oc1ccccc1F)C(=O)Nc1c(C(=O)c2ccccc2)oc2ccccc12 (stereo unspecified) | -6.5
CCN(CC)S(=O)(=O)c1ccc(-c2csc(Nc3ccc(Cl)c(Cl)c3)n2)cc1 | -8.0
COc1ccc(NC(=O)C(=O)NCCc2csc(-c3ccc(Cl)cc3)n2)cc1 | -3.8
C=CCn1c(SCC(C)=O)nc2sc3c(c2c1=O)CCC3 | 4.7
CCOc1ccc(C(=O)c2cn(CC(=O)Nc3ccc(OC)cc3)c3cc4c(cc3c2=O)OCO4)cc1 | -11.0
Cc1cccc(NC(=O)c2c(C)oc3ncnc(N4CCCCC4)c23)c1C | -5.1
O=C(CSc1nnc(Cc2ccccc2)n1-c1ccccc1)Nc1cccc([N+](=O)[O-])c1 | -7.5
COc1cccc(CNC(=O)N2CCc3c(sc4c3CCCC4)C2c2ccc(F)cc2)c1 (stereo unspecified) | -1.6
CCCNC(=O)c1ccccc1-c1cccc(-c2ccn[nH]2)c1 | 3.2
CCCOc1ccc(-c2nc(N3CCCCC3)c3ccccc3n2)cc1 | 3.0
Cc1cccc(CNC(=O)CCCn2c(=O)c3cccn3c3ccc(F)cc32)c1 | 0.1
O=C(c1ccccc1O)N1CCN(c2ccccc2)CC1 | -0.6
COC(=O)[C@@H](C)NC(=O)c1coc(CN2CCN(Cc3ccccc3)CC2)n1 | -2.8
CCN(CC)S(=O)(=O)c1ccc2c(c1)N(CC(=O)Nc1cccc(C(C)=O)c1)C(=O)CO2 | 1.3
COC(=O)c1ccccc1SCC(=O)Nc1ccc(Cl)cn1 | -4.6
CCSC1=NC(=O)CC(c2ccc(C)s2)C1C#N (stereo unspecified) | -2.3
OC(CN1CCOCC1)c1ccc(C2CCCC2)cc1 (stereo unspecified) | 0.5
COc1cc(Cl)cc([C@@H]2C[C@H]3CN(Cc4cccnc4)C(=O)[C@]34CCCN24)c1OC | -2.1
CCCCOc1ccc(C(=O)Nc2nnc3n2CCS3)cc1 | -13.5
CCOC(=O)Cc1cc(-c2ccccc2O)nc2ccc3ccccc3c12 | -3.4
COc1ccc(-c2cc(C)no2)cc1S(=O)(=O)N1CCN(c2ccccc2F)CC1 | 6.8

Laid out differently: two of the compounds above
ROC1-CUL1 inh	SMILES
0.1	Cc1cccc(CNC(=O)CCCn2c(=O)c3cccn3c3ccc(F)cc32)c1
6.8	COc1ccc(-c2cc(C)no2)cc1S(=O)(=O)N1CCN(c2ccccc2F)CC1

Remaining list, next part:
SMILES | ROC1-CUL1 inh
CCOc1ccc2nc(NC(NC(C)=O)(C(F)(F)F)C(F)(F)F)sc2c1 | -1.9
COc1ccc2cc(-c3[nH]ncc3CN3CCC[C@H]3CO)ccc2c1 | 3.6
COc1cc(C=C2C(=O)NC(=S)NC2=O)c(Cl)cc1O | 1.0
C=CCn1c(SCCC)nc2sc3c(c2c1=O)CCCCC3 | 0.3
O=c1ccc(=O)n(CN2CCCCC2)[nH]1 | 10.2
Cc1cnccc1CNC(=O)c1cc(CN2CCc3ccccc3C2)on1 | -3.6
CCOc1ccc(-n2nc3ccc(NC(=O)/C=C/c4ccco4)cc3n2)cc1 | 0.3
COc1ccccc1OC(C)C(=O)Nc1cccc(-c2nc3ccccc3s2)c1 (stereo unspecified) | -9.4
CCOc1cc(CO)ccc1OS(=O)(=O)c1ccc(C)cc1 | 7.6
COc1cc(/C=C2\SC(=O)N(c3ccc(Cl)cc3)C2=O)ccc1OCC#N | 7.4
CC1=C(C(=O)NCc2ccccc2C)C2(CCCCCC2)OC1=O | 0.7
O=C(NCC1CCCO1)c1cccnc1 (stereo unspecified) | 2.9
COc1ccc(CCN(C)C2CCCN(Cc3cc(C)[nH]n3)C2)cc1OC (stereo unspecified) | 1.6
O=[N+]([O-])c1ccccc1S(=O)(=O)N(Cc1ccccc1)Cc1ccccc1 | 1.9
CC(=O)c1cccc(NC(=O)CN(Cc2ccccc2)S(C)(=O)=O)c1 | -1.2
Cc1c(C(=O)NCc2cccc(F)c2)oc2c1-c1[nH]ncc1CC2 | 5.0

Screens: PubChem, Icahn School of Medicine at Mount Sinai
